Assay outcomes as filed in PubChem BioAssay.
A3G deaminase: inhibitors of human APOBEC3G DNA deaminase | Q9HC16 | recombinant A3G, ssDNA deamination FAM/TAMRA fluorescence | inhibition, % at 20 µM | 330,000 tested, 0.28% active | AID 493012;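 active means inhibition of at least 40% at 20 µM, with no more than 30% in the related APOBEC3A deaminase screen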;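 further: plate controls were DMSO wells with A3G for no effect and wells lacking A3G enzyme for full effect; some compounds called inactive have numbers as strong as hits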
Target sequence (Q9HC16 whole entry, looked up): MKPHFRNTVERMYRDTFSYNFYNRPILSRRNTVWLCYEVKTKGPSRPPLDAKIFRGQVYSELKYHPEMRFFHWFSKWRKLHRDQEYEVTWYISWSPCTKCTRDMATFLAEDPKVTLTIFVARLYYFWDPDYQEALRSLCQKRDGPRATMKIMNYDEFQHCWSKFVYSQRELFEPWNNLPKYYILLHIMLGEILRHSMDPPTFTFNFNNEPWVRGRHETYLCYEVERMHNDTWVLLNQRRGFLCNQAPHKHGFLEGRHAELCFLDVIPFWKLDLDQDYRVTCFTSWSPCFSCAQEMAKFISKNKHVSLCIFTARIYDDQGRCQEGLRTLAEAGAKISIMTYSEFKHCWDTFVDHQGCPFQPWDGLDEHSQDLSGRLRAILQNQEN
TIM10 inh: inhibits growth of TIM10 yeast strain; S. cerevisiae TIM10 strain growth, BacTiter-Glo luminescence, 24 h; inhibition, % at 10 µM; 330,000 tested, 1.4% active;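 active means inhibition of 40% or more at the single tested concentration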;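 further: wild-type TIM10 isogenic control strain grown at permissive 25 °C; 0% = DMSO yeast wells and 100% = minimal medium wells without yeast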
beta cell repl: inducers of beta-cell replication in MIN6 cells | proliferation, % at 10 µM | MIN6 cells proliferation, ATPlite luminescence, 48 h; cells starved in 0.2% serum; 100% = growth in 10% serum | 330,000 tested, 0.29% active;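 active means compounds whose signal lies at least 3.5 SD above the mean of all wells on their plate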;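 further: 0% = DMSO-treated cells in low-serum medium and 100% = 10% serum control; some compounds called inactive have numbers as strong as hits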
hIAP inh: human IAP inhibition; 330,000 tested, 0.12% active; purified IAP, CDP-Star luminescence, 30 min; inhibition, % at 10 µM;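 active means inhibition reaching a set limit with compound at 10 µM in the primary screen, cut at about 35% in these data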;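 further: plate controls were DMSO wells with enzyme for no effect and no-enzyme buffer wells for full effect; values of inactives mirror those of a sister screen read the other way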
Target sequence (P09923 whole entry, looked up): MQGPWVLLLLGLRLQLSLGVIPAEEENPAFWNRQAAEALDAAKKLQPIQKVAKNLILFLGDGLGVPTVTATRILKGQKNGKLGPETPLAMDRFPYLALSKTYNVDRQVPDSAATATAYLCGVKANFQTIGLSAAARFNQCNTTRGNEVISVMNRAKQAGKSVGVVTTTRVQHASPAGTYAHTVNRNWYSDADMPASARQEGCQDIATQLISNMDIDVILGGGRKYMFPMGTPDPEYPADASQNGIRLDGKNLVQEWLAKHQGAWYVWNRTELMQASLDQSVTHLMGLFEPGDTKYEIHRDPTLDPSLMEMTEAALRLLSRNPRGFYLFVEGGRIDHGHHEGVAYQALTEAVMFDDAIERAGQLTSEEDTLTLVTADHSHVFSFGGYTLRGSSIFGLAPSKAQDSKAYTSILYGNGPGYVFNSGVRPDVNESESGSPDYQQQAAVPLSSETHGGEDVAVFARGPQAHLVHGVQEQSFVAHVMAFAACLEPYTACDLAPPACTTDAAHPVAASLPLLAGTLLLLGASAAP
APOBEC3A inh: human APOBEC3A DNA deaminase inhibition; AID 493011; inhibition, % at 20 µM; 330,000 tested, 0.41% active; recombinant A3A, FAM/TAMRA ssDNA deamination fluorescence; P31941;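 active means at least 40% inhibition at 20 µM here, with at most 30% in a related deaminase screen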;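 further: plate controls were A3A with DMSO for no effect and wells lacking A3A enzyme for full effect; some results filed as inactive read as strong as hits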
Target sequence (P31941 whole entry, looked up): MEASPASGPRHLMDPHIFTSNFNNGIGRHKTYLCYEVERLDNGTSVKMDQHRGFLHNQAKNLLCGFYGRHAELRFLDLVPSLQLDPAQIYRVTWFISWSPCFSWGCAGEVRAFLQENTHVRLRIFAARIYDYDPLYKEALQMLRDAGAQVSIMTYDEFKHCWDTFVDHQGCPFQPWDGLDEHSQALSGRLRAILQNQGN
NLRP3 yeast inh: NALP3 inhibition in yeast. 330,000 tested, 0.39% active. Yeast reconstituted NLRP3/ASC/caspase-1, beta-gal luminescence, 24 h. inhibition, % at 10 µM;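 active means inhibition of 50% or more; inactive means inhibition below 50%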;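 further: plate controls were induced DMSO wells for no effect and uninduced yeast grown without galactose for full effect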
tim10-1 inh: growth inhibitors of tim10-1 mutant yeast; S. cerevisiae tim10-1 ts strain growth, BacTiter-Glo, 24 h; inhibition, % at 20 µM; 330,000 tested, 2.2% active;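 active means inhibition of at least 40%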;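 further: mutant grown at 25 °C; 0% = DMSO wells with yeast and 100% = wells holding no yeast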
mIAP block: blocks mouse intestinal alkaline phosphatase. purified mouse IAP, CDP-Star luminescence, 30 min. inhibition, % at 10 µM. 330,000 tested, 0.2% active. AID 2806;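 active means inhibition of at least 40% at 10 µM in the primary screen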;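 further: plate controls were DMSO with enzyme for no effect and no enzyme wells for full effect; values of inactives mirror those of a sister screen read the other way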
mIAP act: mouse IAP activation. AID 2805. 330,000 tested, 0.24% active. activation factor at 10 µM. muIAP, CDP-Star luminescence, 30 min; active compounds read high; 1 = vehicle-only enzyme signal, 0 = enzyme-free wells;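 active means activation factor of at least 2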; further: the source names both 10 and 20 µM as test concentration; values of inactives mirror those of a sister screen read the other way
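Assay system: mouse IAP enzyme / Compound: DMSO-dissolved test compounds / Timing: 30 min, room temperature / Measured by: luminescence from enzymatic CDP-Star hydrolysis / Control set: DMSO-only wells, enzyme-free buffer wells as negative control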
Active calls of the source: *.

OCCSc1nc2ccccc2n1CCOc1ccccc1 was read as A3G deaminase -4, TIM10 inh 7, beta cell repl -2, hIAP inh 8, APOBEC3A inh -1, NLRP3 yeast inh 15, tim10-1 inh -14, mIAP block 8 and mIAP act 0.93.
For O=C(c1ccc(F)cc1F)N1CCN(c2ncccn2)CC1 the results were A3G deaminase -7, TIM10 inh -2, beta cell repl 2, hIAP inh -12, APOBEC3A inh -8, NLRP3 yeast inh -6, tim10-1 inh 11, mIAP block -2 and mIAP act 1.
Screening O=[N+]([O-])c1cccc(NC(=S)N2CCOCC2)c1 returned A3G deaminase -9, TIM10 inh 8, beta cell repl 0, hIAP inh 10, APOBEC3A inh -1, NLRP3 yeast inh 10, tim10-1 inh 3, mIAP block -5 and mIAP act 1.
CCC1CCCCN1C(=S)NC(=O)c1cccc([N+](=O)[O-])c1 (stereo not drawn) was read as A3G deaminase -1, TIM10 inh 30, beta cell repl -5, hIAP inh 20, APOBEC3A inh 0, NLRP3 yeast inh 17, tim10-1 inh 35, mIAP block -4 and mIAP act 1.
Screening Cc1cc(NC(=O)CSc2nc(-c3ccc(Cl)cc3)cs2)no1 returned A3G deaminase -10, TIM10 inh -16, beta cell repl -3, hIAP inh 2, APOBEC3A inh 0, NLRP3 yeast inh 27, tim10-1 inh 8, mIAP block -8 and mIAP act 1.1.
For O=C(c1ccco1)N1CCN(C(=O)C2c3ccccc3Oc3ccccc32)CC1 the results were A3G deaminase -2, TIM10 inh 5, beta cell repl 0, hIAP inh 1, APOBEC3A inh -2, NLRP3 yeast inh 11, tim10-1 inh 3, mIAP block -16 and mIAP act 1.2.
CCN1C(=O)NC(c2cccnc2)C(C(=O)OC)=C1C (stereo not drawn) was read as A3G deaminase -1, TIM10 inh 14, beta cell repl -1, hIAP inh 5, APOBEC3A inh -2, NLRP3 yeast inh 11, tim10-1 inh 17, mIAP block 4 and mIAP act 0.96.
For O=C(Nc1ccccc1N1CCOCC1)c1ccco1 the results were A3G deaminase -12, TIM10 inh 11, beta cell repl 0, hIAP inh 0, APOBEC3A inh -3, NLRP3 yeast inh -21, tim10-1 inh -5, mIAP block 5 and mIAP act 0.95.
For O=C(O)C1C2C=CC(C3CC23)C1C(=O)N1CCc2ccccc21 (stereo not drawn) the results were A3G deaminase -7, TIM10 inh -14, beta cell repl -1, hIAP inh -5, APOBEC3A inh -3, NLRP3 yeast inh 5, tim10-1 inh 0, mIAP block 5 and mIAP act 0.95.
Screening CCn1cc(C(=O)OCC(=O)NCc2ccc3c(c2)OCO3)c(=O)c2ccc(C)nc21 returned A3G deaminase -1, TIM10 inh -7, beta cell repl -1, hIAP inh -1, APOBEC3A inh 2, NLRP3 yeast inh -13, tim10-1 inh 14, mIAP block 6 and mIAP act 0.94.
Screening O=C(CN1CCN(c2ccc(F)cc2)CC1)Nc1cc(C(F)(F)F)ccc1Cl returned A3G deaminase -5, TIM10 inh 20, beta cell repl -3, hIAP inh 5, APOBEC3A inh -2, NLRP3 yeast inh -2, tim10-1 inh 35, mIAP block 8 and mIAP act 0.92.
For O=C(NC1CCCC1)C(c1ccccc1F)N(C(=O)c1csnn1)c1ccccc1 (stereo not drawn) the results were A3G deaminase -6, TIM10 inh -12, beta cell repl -1, hIAP inh 0, APOBEC3A inh -5, NLRP3 yeast inh 4, tim10-1 inh -2, mIAP block -12 and mIAP act 1.1.
Screening COCCCNC(=S)N(CCCO)Cc1cc2cc3c(cc2[nH]c1=O)OCCO3 returned A3G deaminase -7, TIM10 inh -8, beta cell repl -2, hIAP inh -1, APOBEC3A inh -4, NLRP3 yeast inh 14, tim10-1 inh -7, mIAP block 0 and mIAP act 1.
Screening CCCCCCn1c(SCC(=O)OC)nc2c1c(=O)[nH]c(=O)n2C returned A3G deaminase 45*, TIM10 inh 3, beta cell repl 7, hIAP inh 16, APOBEC3A inh 0, NLRP3 yeast inh 11, tim10-1 inh 5, mIAP block 1 and mIAP act 0.99.
For CC(=O)Nc1nc(-c2ccccc2)cc(-c2ccco2)c1C#N the results were A3G deaminase -7, TIM10 inh -5, beta cell repl 5, hIAP inh 12, APOBEC3A inh -1, NLRP3 yeast inh 18, tim10-1 inh -8, mIAP block 14 and mIAP act 0.85.
Screening Cc1ccc(NC(=O)C(NC2CCCc3ccccc32)c2ccccc2)c([N+](=O)[O-])c1 (stereo not drawn) returned A3G deaminase -7, TIM10 inh 21, beta cell repl -6, hIAP inh 13, APOBEC3A inh -6, NLRP3 yeast inh 20, tim10-1 inh 22, mIAP block -9 and mIAP act 1.1.
`Cc1cc(C)c2c(N)c(C(=O)Nc3ccc(C)c(C)c3)sc2n1` gave A3G deaminase -11, TIM10 inh 8, beta cell repl -3, hIAP inh -16, APOBEC3A inh -8, NLRP3 yeast inh 12, tim10-1 inh 13, mIAP block 2 and mIAP act 0.98.
CCc1cccc(CC)c1NC(=O)COC(=O)c1ccc(F)c(S(=O)(=O)N(CC)CC)c1 was read as A3G deaminase -5, TIM10 inh 13, beta cell repl -2, hIAP inh 12, APOBEC3A inh -1, NLRP3 yeast inh 8, tim10-1 inh -6, mIAP block -5 and mIAP act 1.
For C/C(=N\NC(=O)c1ccccc1O)c1ccc(Br)s1 the results were A3G deaminase -6, TIM10 inh 6, beta cell repl -1, hIAP inh 4, APOBEC3A inh -1, NLRP3 yeast inh -2, tim10-1 inh -8, mIAP block 13 and mIAP act 0.87.
For CC(=O)c1cccc(NC(=O)NC2CCCCCCC2)c1 the results were A3G deaminase -5, TIM10 inh 18, beta cell repl 1, hIAP inh -23, APOBEC3A inh 3, NLRP3 yeast inh 7, tim10-1 inh 14, mIAP block -18 and mIAP act 1.2.
O=C(NNC(=S)Nc1ccccc1Cl)c1ccccc1Cl was read as A3G deaminase -1, TIM10 inh 16, beta cell repl 0, hIAP inh -35, APOBEC3A inh -3, NLRP3 yeast inh 15, tim10-1 inh 27, mIAP block 19 and mIAP act 0.81.
Screening COC(=O)c1ccc(CSc2ccc3nnc(-c4ccc(F)cc4)n3n2)o1 returned A3G deaminase -1, TIM10 inh 25, beta cell repl 3, hIAP inh -14, APOBEC3A inh -1, NLRP3 yeast inh -6, tim10-1 inh 20, mIAP block 6 and mIAP act 0.94.
For Cc1cccc(N(CC(=O)NC2CCCCC2)C(=O)Cn2nnc(-c3ccc(C)o3)n2)c1 the results were A3G deaminase -14, TIM10 inh 7, beta cell repl -3, hIAP inh -20, APOBEC3A inh -4, NLRP3 yeast inh -6, tim10-1 inh 30, mIAP block -18 and mIAP act 1.2.
CN(c1ccccc1)S(=O)(=O)c1cccc(C(=O)NCCc2c[nH]c3ccccc23)c1 was read as A3G deaminase -4, TIM10 inh 21, beta cell repl -5, hIAP inh -5, APOBEC3A inh -1, NLRP3 yeast inh -4, tim10-1 inh 12, mIAP block -9 and mIAP act 1.1.
C=CCOC(=O)CCC(=O)Nc1cc(OC)nc(OC)n1 was read as A3G deaminase -5, TIM10 inh -2, beta cell repl -3, hIAP inh 9, APOBEC3A inh 0, NLRP3 yeast inh -8, tim10-1 inh -16, mIAP block -3 and mIAP act 1.
COc1ccc(C(=O)NC(=S)NCCO)cc1Br was read as A3G deaminase -4, TIM10 inh 4, beta cell repl -3, hIAP inh -3, APOBEC3A inh -6, NLRP3 yeast inh 12, tim10-1 inh 17, mIAP block 7 and mIAP act 0.93.
Screening O=S(=O)(c1ccc2nc(-c3ccco3)c(-c3ccco3)nc2c1)N1CCOCC1 returned A3G deaminase 59, TIM10 inh 2, beta cell repl 0, hIAP inh 8, APOBEC3A inh 77, NLRP3 yeast inh 12, tim10-1 inh 13, mIAP block 18 and mIAP act 0.82.
Screening CN(C(=O)CCNC(=O)Cn1cnc2ccccc2c1=O)c1ccccc1F returned A3G deaminase -3, TIM10 inh -19, beta cell repl 4, hIAP inh 16, APOBEC3A inh -6, NLRP3 yeast inh 8, tim10-1 inh 12, mIAP block -6 and mIAP act 1.1.
O=C(CNC(=O)C(c1ccccc1)c1ccccc1)N/N=C/c1ccc(O)cc1O was read as A3G deaminase -2, TIM10 inh 23, beta cell repl -5, hIAP inh -47, APOBEC3A inh 0, NLRP3 yeast inh 7, tim10-1 inh -6, mIAP block 10 and mIAP act 0.9.
Screening O=c1[nH]c2cc3c(cc2cc1CN(Cc1nnnn1CC1CCCO1)C1CCCC1)OCO3 (stereo not drawn) returned A3G deaminase -4, TIM10 inh 1, beta cell repl -1, hIAP inh -1, APOBEC3A inh 0, NLRP3 yeast inh 21, tim10-1 inh 7, mIAP block 2 and mIAP act 0.98.

The closing 2 compounds of the section above open the next one:
O=C(CNC(=O)C(c1ccccc1)c1ccccc1)N/N=C/c1ccc(O)cc1O was read as A3G deaminase -2, TIM10 inh 23, beta cell repl -5, hIAP inh -47, APOBEC3A inh 0, NLRP3 yeast inh 7, tim10-1 inh -6, mIAP block 10 and mIAP act 0.9.
Screening O=c1[nH]c2cc3c(cc2cc1CN(Cc1nnnn1CC1CCCO1)C1CCCC1)OCO3 (stereo not drawn) returned A3G deaminase -4, TIM10 inh 1, beta cell repl -1, hIAP inh -1, APOBEC3A inh 0, NLRP3 yeast inh 21, tim10-1 inh 7, mIAP block 2 and mIAP act 0.98.
Screening Cc1cc(N/C=C\c2nnnn2-c2ccccc2)no1 returned A3G deaminase -5, TIM10 inh -1, beta cell repl 1, hIAP inh -1, APOBEC3A inh -2, NLRP3 yeast inh 34, tim10-1 inh 11, mIAP block 10 and mIAP act 0.9.
`CCCC(=O)C1=C(O)C(C(=O)OC)C(C)(C)CC1=N` (stereo not drawn) gave A3G deaminase -1, TIM10 inh 3, beta cell repl 1, hIAP inh -22, APOBEC3A inh 1, NLRP3 yeast inh 5, tim10-1 inh -1, mIAP block -2 and mIAP act 1.
Screening COc1ccc(-c2[nH]nc3c2C(c2ccc(OC(=O)N4CCOCC4)cc2)C(C#N)=C(N)O3)cc1 (stereo not drawn) returned A3G deaminase -1, TIM10 inh 20, beta cell repl -2, hIAP inh -6, APOBEC3A inh 0, NLRP3 yeast inh -3, tim10-1 inh 18, mIAP block 1 and mIAP act 0.99.
Screening CCn1c(Cc2ccccc2)nnc1SCC(=O)Nc1nnc(-c2ccccc2)s1 returned A3G deaminase -8, TIM10 inh 19, beta cell repl -2, hIAP inh 13, APOBEC3A inh -7, NLRP3 yeast inh -3, tim10-1 inh 14, mIAP block 10 and mIAP act 0.91.
`CCCOc1ccc(N2C(=O)CC(NNC(=O)c3ccc(COc4ccccc4)o3)C2=O)cc1` (stereo not drawn) gave A3G deaminase -10, TIM10 inh 6, beta cell repl 0, hIAP inh -7, APOBEC3A inh -5, NLRP3 yeast inh 9, tim10-1 inh 5, mIAP block 10 and mIAP act 0.9.
For CCC(C)NC(=O)CSC1=Nc2ccccc2C2=NC(CC(=O)NCc3ccccc3)C(=O)N12 (stereo not drawn) the results were A3G deaminase -1, TIM10 inh 4, beta cell repl 2, hIAP inh 4, APOBEC3A inh -2, NLRP3 yeast inh 11, tim10-1 inh 0, mIAP block 13 and mIAP act 0.87.
For O=C(Cc1ccsc1)NNC(=O)c1ccccc1O the results were A3G deaminase -10, TIM10 inh 8, beta cell repl -6, hIAP inh -41, APOBEC3A inh -2, NLRP3 yeast inh 10, tim10-1 inh 9, mIAP block 29 and mIAP act 0.71.
COc1cccc(CN2CC(C(=O)NCCOc3ccccc3)CCC2=O)c1 (stereo not drawn) was read as A3G deaminase -5, TIM10 inh -17, beta cell repl 8, hIAP inh -2, APOBEC3A inh -3, NLRP3 yeast inh 8, tim10-1 inh 1, mIAP block 1 and mIAP act 0.99.
For O=C(O)CSc1nnc(-c2ccncc2)n1Cc1ccccc1 the results were A3G deaminase -5, TIM10 inh -7, beta cell repl -2, hIAP inh -13, APOBEC3A inh -11, NLRP3 yeast inh 12, tim10-1 inh 13, mIAP block 0 and mIAP act 1.
